High-throughput results: PubChem, National Center for Advancing Translational Sciences (NCATS)
aSyn rescue – rescues yeast growth from alpha-synuclein toxicity; Yeast expressing alpha-synuclein, growth rescue, BacTiter-Glo, 24 h; Potency, µM (top dose mostly 46.1 µM), for the others: at the top dose growth rescue (activation), hits mostly activators; 370,000 compounds, 0.14% hits; further: potency means the concentration at half of the fitted maximal effect; % of control where 0% means no effect; nearly all actives have a fitted effect of over 65% in size
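Screening used galactose-induced yeast with toxic alpha-synuclein levels, exposed to compound for 24 hr at 30 deg C. Cell growth, read with BacTiter-Glo luminescence, gave the measured signal.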
PI5P4Ka inh – inhibitors of human PI5P4K alpha | P48426 | PI5P4Kalpha enzyme, ADP-Glo luminescence, 60 min; active compounds read low | max response, % | 330,000 compounds, 1.2% hits; active means max response of -50% or lower; inconclusive means between -30% and -50%; inactive means -30% or higher; further: value at the top dose of about 77 µM; on the % scale 0 is the no-effect control and ±100 the full control effect
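ADP-Glo luminescence end-point after a 60 min room-temperature kinase reaction. PI5P4Kalpha and substrate in HEPES pH 7.4 buffer with EGTA, 0.1% CHAPS and 5% DMSO; ATP at 5 microM final.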
PLK1 PBD block – inhibitors of human PLK1 polo-box domain binding; P53350; Potency, µM, without a hit: max response, negative = inhibition, most hits filed as inhibitors; 360,000 compounds, 2.8% hits; AID 720504; Plk1 PBD binding of FITC phosphopeptide, fluorescence polarization; further: potency means the concentration at half of the fitted maximal effect; series mostly up to about 57 µM; on the % scale 0 is the no-effect control and ±100 the full control effect; nearly all actives have a fitted effect of over 65% in size
WRN inhibitor – blocks human WRN helicase; Q14191; 360,000 compounds, 0.46% hits; Potency, µM (titrated, usually from 114 µM), without a hit: at the top dose activity change, negative = inhibition, actives largely listed as inhibitors; AID 651768; WRN helicase unwinding, fluorescent forked duplex, kinetic; further: potency means the concentration at half of the fitted maximal effect; on the % scale 0 is the no-effect control and ±100 the full control effect; nearly all actives have a fitted effect of over 55% in size
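Kinetic fluorescence helicase assay: unwinding of a quenched forked DNA duplex (100 nM final) with 2 mM ATP final raises red fluorescence (525/598 nm). Compounds sat 15 min at room temperature with 20 nM WRN beforehand.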
IL2 activator – IL-2 activation. IL-2 activation reporter assay, cell-based qHTS; stimulated with anti-CD3/CD4/CD28 beads; in transgenic mouse T cells. activation, % (series mostly up to about 46 µM). 360,000 compounds, 0.065% hits. AID 652025; in the data active means activation above about 50%; inconclusive means mostly about 30% to 49%; further: 0% is about no effect
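Using fluorescent plate cytometry, EGFP and DsRed are detected in transgenic mouse T cells stimulated 18 h at 37 degrees C with antibody-coated beads after 60 min compound pretreatment.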
FUS suppressor – rescues growth of FUS-expressing yeast. S. cerevisiae FUS-expressing, growth rescue, OD600, 24 h. Potency, µM (doses to about 76.6 µM), for the others: top-dose growth rescue (activation), hits mostly activators. 390,000 compounds, 0.24% hits. AID 1347120;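 further: potency means the concentration at half of the fitted maximal effect; plate controls were DMSO vehicle for no effect and reference control for full effect; nearly all actives have a fitted effect of over 55% in size; some results filed as inactive show a strong effect at the top dose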
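Read-out: OD at 600 nm after 24hr at 30C, reporting rescue of FUS-induced yeast toxicity. Cells at OD 0.005 in galactose (2%) minimal medium; compounds tested in a dilution series; CP55940 titration from 92uM final as control.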
Abeta rescue – compounds reversing amyloid beta toxicity in yeast; Potency, µM (top dose mostly 46.1 µM), without a hit: at the highest dose growth rescue, hits mostly activators; AID 1347071; 410,000 compounds, 0.063% hits; yeast expressing A-beta42, growth rescue, OD600, 48 h; response scale: 0% DMSO, 100% iron-clioquinol control; further: potency means the concentration at half of the fitted maximal effect; nearly all actives have a fitted effect of over 55% in size
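Yeast growth medium received pinned compounds, then yeast cells expressing toxic A-beta were added; plates incubated at 30 C for 48 hr. Growth read as absorbance at 600 nm, normalized to DMSO and equimolar FeCl3 plus clioquinol controls.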
EPAC1 antag – EPAC1 (human) antagonism. O95398. EPAC1 GEF assay, Rap1b-BODIPY-GDP exchange fluorescence. Potency, µM (titrated, usually from 115 µM), without a hit: top-dose activity change, negative = inhibition, actives largely listed as inhibitors. 360,000 compounds, 0.14% hits;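 further: potency means the concentration at half of the fitted maximal effect; plate controls were vehicle for no effect and positive control for full effect; nearly all actives have a fitted effect of over 50% in size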
Target sequence (O95398 whole entry, looked up): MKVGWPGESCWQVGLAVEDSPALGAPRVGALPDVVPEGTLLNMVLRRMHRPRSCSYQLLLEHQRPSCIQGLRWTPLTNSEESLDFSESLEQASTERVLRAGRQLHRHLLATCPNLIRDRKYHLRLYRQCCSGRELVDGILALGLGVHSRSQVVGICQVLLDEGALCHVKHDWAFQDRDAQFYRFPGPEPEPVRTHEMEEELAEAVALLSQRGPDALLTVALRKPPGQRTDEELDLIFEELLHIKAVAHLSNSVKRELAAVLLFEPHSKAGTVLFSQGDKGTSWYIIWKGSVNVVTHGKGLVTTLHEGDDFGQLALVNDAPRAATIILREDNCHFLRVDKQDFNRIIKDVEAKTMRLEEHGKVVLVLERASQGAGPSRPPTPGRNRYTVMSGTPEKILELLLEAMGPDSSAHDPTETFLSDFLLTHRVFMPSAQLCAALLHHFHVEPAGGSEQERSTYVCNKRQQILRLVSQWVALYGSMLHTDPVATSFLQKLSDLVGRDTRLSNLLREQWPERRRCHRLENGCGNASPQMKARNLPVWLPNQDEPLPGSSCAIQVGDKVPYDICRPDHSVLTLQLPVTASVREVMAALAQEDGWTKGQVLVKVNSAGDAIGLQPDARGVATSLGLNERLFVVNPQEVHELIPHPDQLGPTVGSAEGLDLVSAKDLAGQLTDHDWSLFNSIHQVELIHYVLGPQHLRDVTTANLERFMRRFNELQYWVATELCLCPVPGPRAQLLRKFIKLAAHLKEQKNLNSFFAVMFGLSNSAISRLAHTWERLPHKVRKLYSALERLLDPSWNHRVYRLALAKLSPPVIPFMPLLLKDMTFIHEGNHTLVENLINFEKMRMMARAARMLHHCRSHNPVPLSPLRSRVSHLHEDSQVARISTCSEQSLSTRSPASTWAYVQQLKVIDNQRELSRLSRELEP
EPAC1 agonist – activates human EPAC1 exchange factor | O95398 | EPAC1 agonist qHTS, biochemical assay; response scale: 100% = response to 6.5 mM cAMP | Potency, µM (titrated, usually from 154 µM), for the others: at the top dose activation, actives largely listed as activators | 360,000 compounds, 0.073% hits | AID 720707; further: potency means the concentration at half of the fitted maximal effect; nearly all actives have a fitted effect of over 60% in size
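Compounds were pinned as a concentration titration into mixtures of EPAC1 (100 nM), BODIPY-GDP-loaded Rap1B (250 nM) and GDP (50 uM). After 5 min at room temperature, fluorescence was followed for 30 min; activity was scaled to 6.5 mM cAMP.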
* hit, by the source's call; ? = inconclusive; . = no result given; & = joins results of further samples; [ ] = remark or other dose. Unless noted, the call rests on the fitted dose curve; in most records, active means well fitted curve in the direction sought with a large enough effect; inconclusive means small, poorly fitted or top-dose-only effect, or another doubt; inactive means no such curve, though single readings can be large; an effect the other way counts as inactive or inconclusive. This is a random part of the collection; any-hit rate near 4.1%.

The first 6 compounds as a preview:
SMILES	aSyn rescue	PI5P4Ka inh	PLK1 PBD block	WRN inhibitor	IL2 activator	FUS suppressor	Abeta rescue	EPAC1 antag	EPAC1 agonist
CN1CCN(/N=C/c2nc(-c3cccc([N+](=O)[O-])c3)n3ccccc23)CC1	-3%	4	-11%	-8%	2.1	45%	26%	15%	-6%
Cc1ccc(OCCC(=O)OCC(=O)NC2CCCCC2)cc1	-1%	4	-4%	11%	-0.3	-45%	-7%	-1%	5%
COc1ccc(NC(=O)c2cc3c(Cl)nc4ccccc4c3s2)c(OC)c1	-2%	5	12%	-12%[57.1 µM]	0.7	5%	27%	20%	17%
CCCCNC(=S)N(C)/N=C/c1c(F)c(F)c(F)c(F)c1F	-11%	12	-4%	-10%	-4.8	.	1%	-19%	-7%
COc1cc2c(cc1NC(=O)C(C)OC(=O)/C=C/c1ccc(OC(F)F)cc1)oc1ccccc12 (stereo not given)	23%	6	-11%	-6%	-3.5	9%	9%	5%	7%
CN(Cc1cn[nH]c1-c1ccc2c(c1)OCO2)C1CCOCC1	-4%	0	-15%	7%	0.8	6%	-19%	-6%	12%

Results, from the start:
SMILES	aSyn rescue	PI5P4Ka inh	PLK1 PBD block	WRN inhibitor	IL2 activator	FUS suppressor	Abeta rescue	EPAC1 antag	EPAC1 agonist
CN1CCN(/N=C/c2nc(-c3cccc([N+](=O)[O-])c3)n3ccccc23)CC1	-3%	4	-11%	-8%	2.1	45%	26%	15%	-6%
Cc1ccc(OCCC(=O)OCC(=O)NC2CCCCC2)cc1	-1%	4	-4%	11%	-0.3	-45%	-7%	-1%	5%
COc1ccc(NC(=O)c2cc3c(Cl)nc4ccccc4c3s2)c(OC)c1	-2%	5	12%	-12%[57.1 µM]	0.7	5%	27%	20%	17%
CCCCNC(=S)N(C)/N=C/c1c(F)c(F)c(F)c(F)c1F	-11%	12	-4%	-10%	-4.8	.	1%	-19%	-7%
COc1cc2c(cc1NC(=O)C(C)OC(=O)/C=C/c1ccc(OC(F)F)cc1)oc1ccccc12 (stereo not given)	23%	6	-11%	-6%	-3.5	9%	9%	5%	7%
CN(Cc1cn[nH]c1-c1ccc2c(c1)OCO2)C1CCOCC1	-4%	0	-15%	7%	0.8	6%	-19%	-6%	12%
CCOc1ccc(OCC(=O)Nc2nccs2)cc1	-23%	?	-8%	-6%	0.2	4%	-23%	-8%	-2%
O=C(Nc1ccncc1)Nc1cccc(C(F)(F)F)c1	-7%	8	-8%	-9%	-2.6	12%	2%	-11%	1%
Cc1cccc(Nc2nc(NCc3ccco3)c3ccccc3n2)c1	-15%	.	10%	?	-2.9	26%	-32%	?	25%
COc1cccc(C(=O)N2CCCC(c3nc(-c4cccs4)no3)C2)c1 (stereo not given)	-9%	.	1%	2%	-0.6	15%	-8%	0%	0%

Some of the entries so far, with two lines to a compound:
Under each structure: aSyn rescue, PI5P4Ka inh, PLK1 PBD block, WRN inhibitor, IL2 activator, FUS suppressor, Abeta rescue, EPAC1 antag, EPAC1 agonist
CN1CCN(/N=C/c2nc(-c3cccc([N+](=O)[O-])c3)n3ccccc23)CC1
 : -3%, 4, -11%, -8%, 2.1, 45%, 26%, 15%, -6%
COc1cc2c(cc1NC(=O)C(C)OC(=O)/C=C/c1ccc(OC(F)F)cc1)oc1ccccc12 (stereo not given)
 : 23%, 6, -11%, -6%, -3.5, 9%, 9%, 5%, 7%
Cc1cccc(Nc2nc(NCc3ccco3)c3ccccc3n2)c1
 : -15%, ., 10%, ?, -2.9, 26%, -32%, ?, 25%
CCCCNC(=S)N(C)/N=C/c1c(F)c(F)c(F)c(F)c1F
 : -11%, 12, -4%, -10%, -4.8, ., 1%, -19%, -7%
COc1cccc(C(=O)N2CCCC(c3nc(-c4cccs4)no3)C2)c1 (stereo not given)
 : -9%, ., 1%, 2%, -0.6, 15%, -8%, 0%, 0%

(more compounds)
SMILES	aSyn rescue	PI5P4Ka inh	PLK1 PBD block	WRN inhibitor	IL2 activator	FUS suppressor	Abeta rescue	EPAC1 antag	EPAC1 agonist
O=C(CCc1nnc(COc2ccccc2)o1)NC1(c2ccccc2)CC1	5%	0	-1%	-5%	-0.6	9%	4%	10%	8%
COC(=O)C1=NN(C(=O)c2ccc(C)cc2)C(O)(c2ccc(Cl)cc2)C1 (stereo not given)	11µM*	.	-14%	-18%	3.5	?	9%	-10%	25%
CCN(CC(=O)Nc1ccc2c(c1)OCCO2)C(=O)c1ccc([N+](=O)[O-])s1	2%	-17	?	-5%	0.1	20%	7%	-28%	5%
Cc1cccc(N(CC(=O)NC(C)(C)C)C(=O)CNC(=O)c2cccs2)c1	-4%	-2	-1%	12%	0.9	10%	3%	20%	4%
CCOC(=O)c1ccc2c(c1)nc(SCc1cn3ccsc3n1)n2CC	?	6	-6%	-11%	-0.3	30%	?	-1%	-2%
COc1cc2c(c(OC)c1OC)C(=O)CO2	-3%	-30	-8%	-6%	0.6	12%	2%	-2%	9%
CC(=O)c1cc(C#N)c(SCc2ccccn2)nc1C	2%	6	-3%	-5%	-2.1	1%	13%	9%	7%
COC(=O)Nc1ccc2c(c1)N(C(=O)CCN(C)C)c1ccccc1CC2	-3%	-1	-3%	7%	0.2	-4%	15%	3%	11%
COc1ccc(/C=N/NC(=O)c2cc(-c3ccccc3OC)nc3ccccc23)cc1COC(C)=O	-3%	4	-3%	-2%	-3.1	34%	-1%	15%	0%
COc1ccc(OC)c(C2=Nn3c(nnc3-c3cc(C)[nH]n3)SC2)c1	0%	0	7%	-5%	0.9	10%	-2%	-6%	-2%
CCOc1ccccc1NC(=O)Nc1cccc(S(N)(=O)=O)c1	1%	-1	-11%	-1%	1.6	0%	-7%	0%	0%
CCC(O)CNc1nc(SC)nc2sc3c(c12)CCN(C)C3 (stereo not given)	-7%	.	-5%	-5%	-1.5	21%	8%	6%	2%
CC1(C(=O)NS(=O)(=O)c2ccccc2)CCN1C(=O)c1ccc(C2CCCCC2)cc1 (stereo not given)	4%	-6	-12%	2%	0.4	15%	15%	-6%	7%
C[C@H](CO)N1C[C@H](C)[C@@H](CN(C)Cc2ccc(Cl)c(Cl)c2)Oc2ccc(NC(=O)Cn3cnnn3)cc2C1=O	8%	8	-6%	-3%	-3.8	-2%	-19%	-17%	1%
C=CCNc1nc(C2(C)CC3(CC(C)OC3=O)C(=O)O2)cs1 (stereo not given)	5%	3	-12%	-4%	-1.7	3%	13%	-4%	7%
CCCc1nc2oc3ccccc3c(=O)c2c(=O)n1-c1ccccc1	5%	8	-2%	-27%	1.7	0%	-7%	3%	1%
COc1ccccc1CN1CCNC(=O)C1CC(=O)N(C)Cc1nc(C)cs1 (stereo not given)	2%	-2	3%	-6%	-1.3	18%	-3%	-2%	-2%
COCCNC(=O)c1ccc(N2CC3CC(C2)c2cccc(=O)n2C3)c(NC(=O)c2ccccc2Cl)c1 (stereo not given)	1%	0	-14%	-12%	-0.1	-11%	7%	3%	1%
CCOc1ccccc1-c1nnc(SCC(=O)Nc2ccccc2)o1	-6%	2	1%	-15%	1.6	1%	-2%	-1%	4%
COc1ccccc1OCC(O)CO (stereo not given)	-8%	-26	-6%	.	-0.7	-40%	0%	-12%	-30%[inhibitor]
CNC(=S)N(CCc1c(C)[nH]c2ccc(OC)cc12)Cc1ccco1	-6%	-2	-21%	13%	0.1	14%	-25%	-5%	-9%
CN(C)C(CNC(=O)c1ccc(NC(=O)CC#N)cc1)c1ccccc1 (stereo not given)	4%	-3	0%	3%[57.1 µM]	-1.9	?	6%	-16%	0%
C=C(C)C(=O)Nc1cccc(C(C)=O)c1	0%	-6	-10%	-26%	-0.5	47%	-13%	-3%	-7%
COc1ccc(Nc2nc(Cl)nc(NCCO)n2)cc1	-5%	-7	-11%	-4%	-0.3	.	-21%	-22%	-3%
O=C(Nc1nnc(-c2ccc(F)cc2)s1)c1c(F)cccc1Cl	-1%	0	-14%	0%	-2.9	-16%	-11%	3%	-5%
CC1CCCCN1CCCNC(=O)CN1C(=O)CSc2ccc(S(=O)(=O)N3CCOCC3)cc21 (stereo not given)	2%	5	-1%	-4%	-1.7	-3%&-15%	6%&-18%	13%	0%
O=C(NNC1=Nc2ccccc2SC1)c1ccccc1F	-4%	1	-5%	-10%	0.2	6%	-15%	?	-3%
C/C(Cn1nnc([N+](=O)[O-])n1)=N\NC(=O)c1cccc(Cl)c1	0%	.	-7%	0%	0.4	-5%	21%	-3%	3%
Cc1c(C)n(C(=O)CSc2nncn2C)c2ccccc12	-1%	-2	-4%	5%	-0.1	-3%	-12%	9%	-8%
COc1ccccc1C(C(=O)NC1CCCC1)N(C(=O)c1csnn1)C1CC1 (stereo not given)	3%	11	-8%	-1%	1.2	6%	-14%	-27%	-4%
COc1ccc(C(=O)N(Cc2cccs2)C2CCS(=O)(=O)C2)cc1 (stereo not given)	0%	-3	-2%	6%	-4.3	-4%	-8%	3%	-2%
COC(=O)c1c(F)c(F)c(N2CCOCC2)c(F)c1F	-9%	.	3%	-7%	-2.5	-20%	5%	3%	5%
O=C(c1ccc(F)cc1)N1CCN(C2CCC(c3ccccc3)CC2)CC1 (stereo not given)	8%	-3	-5%	6%	-0.5	-9%	16%	-2%	14%
CCOc1cc(/C=N\NC(=O)Cc2ccccc2)ccc1OCC(=O)Nc1ccc(C)c(C)c1	2%	-4	0%	-4%	-2.5	.	4%	8%	-3%
COc1ccc(Cl)cc1S(=O)(=O)n1ccnc1C(C)C	-5%	8	-11%	0%	2.2	-18%	-7%	-24%	0%
CCNC(=S)Nc1ccc(NC(=O)c2ccccc2O)cc1	2%	-2	4%	-10%	-1.5	10%	-8%	2%	0%
Cc1ccc(SC2=C(C(=O)O)CCCC2)cc1	24%	3	-10%	20%	0.5	7%	-18%	22%	15%
CCCc1cc(=O)[nH]c(SCC(=O)Nc2ccc(C(=O)Nc3ccccc3OC)cc2)n1	-3%	-13	0%	-14%	0.5	32%	10%	0%	2%
